Compound activity: PubChem, The Scripps Research Institute Molecular Screening Center
LYPLA1 inh = LYPLA1 inhibitors, primary screen, counter-screen for PME1 inhibitor project, biochemical, fluorescence polarization, FP-Rh probe ABPP | inhibition, % at 5.9 µM | Acyl-protein thioesterase 1 (Homo sapiens), O75608 | 320,000 tested, 0.16% active | recombinant LYPLA1;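 active = inhibition above the mean of all tested compounds plus 3 SD, set per campaign, cut at about 14% in these data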;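 also: inhibitors block serine hydrolase probe labeling of LYPLA1 so polarization falls; 0% = enzyme with DMSO and 100% = wells lacking LYPLA1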
Target sequence (O75608 whole entry, looked up): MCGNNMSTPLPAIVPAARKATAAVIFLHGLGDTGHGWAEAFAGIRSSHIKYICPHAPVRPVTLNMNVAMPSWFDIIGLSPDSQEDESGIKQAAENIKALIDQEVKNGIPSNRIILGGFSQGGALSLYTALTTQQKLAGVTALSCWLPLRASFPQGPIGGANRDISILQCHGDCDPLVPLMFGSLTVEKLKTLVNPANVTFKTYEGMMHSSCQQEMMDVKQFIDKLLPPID
PAFAH2 inh = PAFAH2 enzyme inhibitors, primary screen, biochemical, fluorescence polarization, human; recombinant PAFAH2, FP-rhodamine activity probe; inhibition, % at 3.39 µM; 340,000 tested, 0.99% active;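 active = inhibition above the mean over all tested compounds plus 3 SD, cut at about 30% in these data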;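 also: inhibitors block probe labeling of enzyme so polarization drops; 0% = enzyme with DMSO and 100% = wells lacking PAFAH2 protein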
PAFAH1B3 FP inh = PAFAH1B3 enzyme inhibitors, primary screen, biochemical, fluorescence polarization, human; Platelet-activating factor acetylhydrolase IB subunit alpha1 (Homo sapiens), Q15102; recombinant PAFAH1B3, FP-rhodamine probe; inhibition, % at 3.39 µM; 340,000 tested, 0.28% active;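 active = inhibition above the screen-wide average of all tested compounds plus 3 SD, cut at about 25% in these data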;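 also: 0% = enzyme with DMSO only and 100% = wells lacking PAFAH1B3 protein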
Target sequence (Q15102 whole entry, looked up): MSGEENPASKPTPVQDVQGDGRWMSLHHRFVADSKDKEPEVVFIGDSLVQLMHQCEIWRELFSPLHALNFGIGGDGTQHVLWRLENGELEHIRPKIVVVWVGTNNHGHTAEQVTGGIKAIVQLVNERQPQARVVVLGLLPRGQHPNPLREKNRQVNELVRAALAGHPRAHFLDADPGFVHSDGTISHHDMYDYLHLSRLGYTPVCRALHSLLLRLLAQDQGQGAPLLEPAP
ZTA counter = ZTA (EBV) inhibition in EBNA-1 counter-screen. ZTA-DNA binding, fluorescence polarization. AID 2234. 320,000 tested, 0.15% active. P03206. inhibition, % at 11 µM; in the data active = inhibition above about 33%
PAD4 inh = human PAD4 inhibitors, primary screen, biochemical, fluorescence polarization, 1536-well format | Protein-arginine deiminase type-4 (Homo sapiens), Q9UM07 | recombinant PAD4, RCA probe fluorescence polarization | inhibition, % at 6.36 µM | 330,000 tested, 0.41% active;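 active = percent inhibition above a cutoff equal to the mean of all tested compounds plus 3 SD, cut at about 15% in these data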;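 also: 0% = PAD4 with RCA probe and DMSO and 100% = probe without PAD4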
GSTO1 counter = inhibitors of recombinant GSTO1, primary screen, counter-screen for RBBP9 inhibitor project, biochemical, fluorescence polarization; Glutathione S-transferase omega-1 (Homo sapiens), P78417; 300,000 tested, 1.1% active; activity-based probe fluorescence polarization; AID 1974, 2009; inhibition, % at 5.96 µM;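 active = inhibition above the campaign mean inhibition plus 3 SD, cut at about 35% in these data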;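 also: 0% = GSTO1-1 with DMSO and 100% = wells lacking GSTO1-1 enzyme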
Target sequence (P78417 whole entry, looked up): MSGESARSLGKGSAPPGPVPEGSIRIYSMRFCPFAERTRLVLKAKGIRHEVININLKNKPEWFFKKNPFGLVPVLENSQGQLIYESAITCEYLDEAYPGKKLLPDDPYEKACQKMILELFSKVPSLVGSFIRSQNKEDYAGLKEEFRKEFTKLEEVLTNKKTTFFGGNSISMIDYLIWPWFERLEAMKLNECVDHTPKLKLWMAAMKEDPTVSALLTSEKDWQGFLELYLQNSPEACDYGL
LYPLA2 counter = LYPLA2 inhibitors, primary screen, counter-screen for PME1 inhibitor project, biochemical, fluorescence polarization, FP-Rh probe ABPP; recombinant LYPLA2; 320,000 tested, 0.38% active; Acyl-protein thioesterase 2 (Homo sapiens), O95372; AID 2177, 2009; inhibition, % at 5.9 µM;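 active = inhibition above the screen-wide mean plus 3 SD, limit set per campaign, cut at about 26% in these data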;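 also: 0% = LYPLA2 with DMSO and 100% = wells lacking LYPLA2 enzyme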
Target sequence (O95372 whole entry, looked up): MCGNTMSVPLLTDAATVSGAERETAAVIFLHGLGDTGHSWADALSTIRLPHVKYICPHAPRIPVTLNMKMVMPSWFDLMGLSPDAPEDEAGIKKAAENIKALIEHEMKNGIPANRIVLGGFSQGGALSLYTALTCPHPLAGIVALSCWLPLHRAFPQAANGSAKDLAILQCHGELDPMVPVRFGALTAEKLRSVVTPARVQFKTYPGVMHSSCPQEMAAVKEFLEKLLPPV
PREPL inhibitor = PREPL enzyme inhibitors, primary screen, biochemical, fluorescence polarization. Prolyl endopeptidase-like (Homo sapiens), Q4J6C6. recombinant PREPL, fluorescence polarization activity-based probe. inhibition, % at 5.96 µM. 320,000 tested, 0.68% active; in the data active = inhibition above about 43%;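 also: 0% = enzyme with DMSO and 100% = wells lacking enzyme; many of its hits are not listed in these tables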
EBNA-1 inh = EBNA-1 DNA-binding inhibitors, primary screen, biochemical, fluorescence polarization | inhibition, % at 14.8 µM | 300,000 tested, 0.34% active; in the data active = inhibition above about 28%
Numbers without * were called inactive; · = no result given. An excerpt, so the mix of outcomes need not match the whole.

1) COc1ccccc1C(=O)NCCSCc1c(F)cccc1Cl
2) O=C(O)/C=C\C(=O)Nc1ccccc1C(=O)NC1CCCCC1
3) COc1ccc(OC)c(-c2nc(C(N)=O)c3[nH]c(=O)n(-c4ccc(F)cc4)c3n2)c1
4) O=C(c1ccc(F)cc1)[C@@H]1[C@@H](C(=O)c2ccccc2)[C@@]2(C(=O)Nc3ccccc32)[C@H]2c3ccccc3C=CN12
5) COc1ccccc1C(=O)Nc1cccc(C(=O)N2CCOCC2)c1
6) COc1ccc(CCN(C)c2ncnc3sccc23)cc1OC
7) COc1cc2[nH]c(=S)nc(NCc3ccc(Cl)cc3)c2cc1OC
8) Cc1ccccc1N(C(=O)c1snc(C(N)=O)c1N)C(C)C(=O)NC1CCCCC1 (stereo unspecified)

compound no. | 1 | 2 | 3 | 4 | 5 | 6 | 7 | 8
PAFAH2 inh | 4 | -6 | 5 | · | -9 | -2 | 6 | 3
LYPLA1 inh | 0 | -2 | -1 | -6 | 1 | 0 | 2 | -4
LYPLA2 counter | 5 | -7 | -6 | -5 | -6 | -2 | 0 | -7
PAD4 inh | 3 | -4 | 0 | -12 | -2 | -5 | 2 | 2
ZTA counter | -4 | 6 | -4 | 15 | -12 | -3 | -21 | 12
GSTO1 counter | 0 | 4 | 5 | 7 | 1 | 15 | 0 | -8
PAFAH1B3 FP inh | 4 | 6 | -3 | · | 15 | 9 | 13 | -1
PREPL inhibitor | -13 | -4 | -1 | 8 | 14 | 5 | 8 | -11
EBNA-1 inh | -3 | -4 | 0 | 2 | 11 | 1 | -12 | 4

9) Cc1ccccc1OCC(=O)Nc1ccccc1C(=O)NC1CC1
10) COc1ccc(N=N/C(C(C)=O)=C(/C)O)cc1
11) CN(C(=O)c1ccc2ccccc2c1)c1ccccn1
12) COc1ccc(S(=O)(=O)N2CCOC2CNC(=O)C(=O)NCc2ccccn2)cc1C (stereo unspecified)
13) CC(C)NS(=O)(=O)c1ccc2c(c1)oc(=O)n2C
14) [O-]C1=N/[N+](=C/c2ccc(Cl)c(Cl)c2)CC1
15) NC(=O)c1ccc(NC(=O)CSc2nnc(-c3ccccn3)n2N)cc1
16) COc1cccc(-n2nc(C(=O)NCC3CCCO3)c3ccccc3c2=O)c1 (stereo unspecified)

compound no. | 9 | 10 | 11 | 12 | 13 | 14 | 15 | 16
PAFAH2 inh | 12 | -1 | -2 | 3 | 0 | 11 | -7 | 4
LYPLA1 inh | -1 | 0 | 2 | 0 | 3 | 6 | -1 | -2
LYPLA2 counter | -3 | 1 | 5 | 2 | -4 | 0 | 8 | 4
PAD4 inh | -8 | -2 | 0 | 1 | 2 | -1 | -2 | -1
ZTA counter | -15 | -5 | -6 | -3 | 1 | 9 | 4 | -14
GSTO1 counter | 7 | -5 | -5 | -2 | 0 | -4 | 4 | 7
PAFAH1B3 FP inh | -4 | -2 | -11 | -2 | 4 | 11 | -2 | 8
PREPL inhibitor | 1 | -1 | -9 | 3 | -2 | 5 | 0 | 10
EBNA-1 inh | -3 | 2 | -6 | 6 | 7 | 0 | 3 | 4

17) Cn1c(=O)c(C(=O)COC(=O)c2cc(-c3ccccc3)nc3ccccc23)c(N)n(Cc2ccccc2)c1=O
18) CC(=O)NC(CC(=O)OCC(=O)N1c2ccccc2NC(=O)C1(C)C)c1ccccc1 (stereo unspecified)
19) CN(CC(=O)Nc1cccc(F)c1)C(=O)c1ccncc1
20) Cc1ccc(-n2c(SCC(=O)N3CCOCC3)nnc2-c2cccnc2)cc1
21) Cc1ccc(NCc2nnc(SCCN3CCCCC3)n2CC2CCCO2)c(C)c1 (stereo unspecified)
22) CCOC(=O)C(C)n1cnc2c(nnn2-c2ccccc2)c1=O (stereo unspecified)
23) COc1ccccc1-n1c(SCC(=O)N2CCOCC2)nc2ccccc2c1=O
24) CCOC(=O)C1=C(C)Nc2ncnn2C1c1cccnc1 (stereo unspecified)

compound no. | 17 | 18 | 19 | 20 | 21 | 22 | 23 | 24
PAFAH2 inh | · | -2 | -1 | 1 | -8 | 1 | 1 | 8
LYPLA1 inh | -35 | 1 | 3 | 2 | 1 | 2 | 1 | -1
LYPLA2 counter | -52 | 4 | 9 | -5 | 2 | 3 | 0 | -1
PAD4 inh | -2 | -4 | 2 | -2 | -8 | 3 | -5 | 2
ZTA counter | -11 | 0 | -5 | 8 | 11 | -6 | 10 | 21
GSTO1 counter | -12 | · | 3 | -3 | 4 | 1 | -2 | 6
PAFAH1B3 FP inh | · | 8 | 3 | 5 | 2 | -7 | 0 | -2
PREPL inhibitor | -21 | 3 | 12 | 2 | 9 | 2 | 6 | -2
EBNA-1 inh | 9 | · | -5 | 1 | -5 | 3 | -30 | 7

Seven of these compounds in a different format:
Values run as follows: PAFAH2 inh, LYPLA1 inh, LYPLA2 counter, PAD4 inh, ZTA counter, GSTO1 counter, PAFAH1B3 FP inh, PREPL inhibitor, EBNA-1 inh
17	Cn1c(=O)c(C(=O)COC(=O)c2cc(-c3ccccc3)nc3ccccc23)c(N)n(Cc2ccccc2)c1=O
    ·, -35, -52, -2, -11, -12, ·, -21, 9
22	CCOC(=O)C(C)n1cnc2c(nnn2-c2ccccc2)c1=O (stereo unspecified)
    1, 2, 3, 3, -6, 1, -7, 2, 3
23	COc1ccccc1-n1c(SCC(=O)N2CCOCC2)nc2ccccc2c1=O
    1, 1, 0, -5, 10, -2, 0, 6, -30
21	Cc1ccc(NCc2nnc(SCCN3CCCCC3)n2CC2CCCO2)c(C)c1 (stereo unspecified)
    -8, 1, 2, -8, 11, 4, 2, 9, -5
20	Cc1ccc(-n2c(SCC(=O)N3CCOCC3)nnc2-c2cccnc2)cc1
    1, 2, -5, -2, 8, -3, 5, 2, 1
19	CN(CC(=O)Nc1cccc(F)c1)C(=O)c1ccncc1
    -1, 3, 9, 2, -5, 3, 3, 12, -5
18	CC(=O)NC(CC(=O)OCC(=O)N1c2ccccc2NC(=O)C1(C)C)c1ccccc1 (stereo unspecified)
    -2, 1, 4, -4, 0, ·, 8, 3, ·

Next part:
25) CCOC(=O)c1sc2nc(C)cc(-c3ccccc3)c2c1N
26) CN(C)c1cc(-c2ccc(Br)cc2)oc(=O)c1Cl
27) COC(=O)CCC(=O)Nc1cc(OC)c(OC)cc1Cc1nccc2cc(OC)c(OC)cc12
28) COc1cc(Cl)c(C)cc1NC(=O)CN1C(=O)C2CC=CCC2C1=O (stereo unspecified)
29) CN(c1cccc(Cl)c1)S(=O)(=O)c1cccc(C(=O)Nc2nc3ccccc3[nH]2)c1
30) COc1ccccc1C(=O)NC(CCSC)C(=O)NCC(c1cccs1)N1CCOCC1 (stereo unspecified)
31) COc1ccccc1/C=N/NC(=O)c1nnn(-c2nonc2N)c1-c1ccccc1
32) CCOC(=O)C1(Cc2cccc(F)c2)CCN(C(=O)c2cnc(C)cn2)CC1

compound no. | 25 | 26 | 27 | 28 | 29 | 30 | 31 | 32
PAFAH2 inh | 1 | · | -2 | 6 | -17 | -1 | 2 | 4
LYPLA1 inh | -3 | -4 | 2 | · | -25 | 3 | -2 | 3
LYPLA2 counter | -1 | 3 | 4 | · | -44 | 5 | 4 | 3
PAD4 inh | 3 | -3 | -2 | -3 | 3 | 4 | 0 | -9
ZTA counter | 4 | -4 | -5 | · | -16 | -7 | -1 | -7
GSTO1 counter | 7 | -7 | 1 | · | -16 | 3 | 1 | 7
PAFAH1B3 FP inh | 4 | · | 2 | -2 | 5 | 2 | 4 | -1
PREPL inhibitor | 4 | 12 | 2 | 19 | -64 | -2 | 4 | 5
EBNA-1 inh | -6 | 0 | 6 | · | -4 | 12 | 17 | -15

33) Cc1ccccc1NC(=O)CCS(=O)(=O)c1ccc(Br)s1
34) CCOc1ccc(-n2cnnn2)cc1S(=O)(=O)N1CCCCC1
35) CCOC(=O)C1CCN(C(=O)CS(=O)(=O)Cc2nc(-c3ccccc3Cl)oc2C)CC1
36) Nc1n[nH]c2cccc(Cl)c12
37) CC(C)(C)c1ccc(/C=N/OCC(=O)NCc2ccccc2)cc1
38) Oc1oc(C=Nc2ccc(F)cc2F)c2ccccc12
39) CCCCCC(=O)Nc1cccc(C2=NOC3(C2)C[C@H](C(N)=O)N(C(=O)[C@H]2CCC(=O)N2)C3)c1 (stereo partly specified)
40) CN1C(=O)C(O)(CC(=O)c2cccs2)c2ccccc21 (stereo unspecified)

compound no. | 33 | 34 | 35 | 36 | 37 | 38 | 39 | 40
PAFAH2 inh | -5 | 0 | -9 | -1 | 5 | 7 | -4 | 0
LYPLA1 inh | -9 | 0 | 1 | 0 | -2 | 3 | -1 | -2
LYPLA2 counter | -2 | 4 | 2 | 1 | 6 | 6 | -3 | -2
PAD4 inh | -7 | -4 | -1 | -1 | -1 | -1 | -2 | -4
ZTA counter | -4 | -6 | -14 | 0 | 1 | -3 | 6 | -8
GSTO1 counter | 3 | 5 | 4 | 1 | -2 | 2 | 3 | 4
PAFAH1B3 FP inh | 3 | 1 | -2 | -2 | -3 | 9 | 5 | -1
PREPL inhibitor | 13 | 11 | 10 | 1 | 11 | -4 | 5 | -10
EBNA-1 inh | -20 | 7 | -5 | 7 | 7 | -8 | -4 | -3

41) CC(C)(C)n1nc2c(c1NC(=O)c1cccs1)CS(=O)C2 (stereo unspecified)
42) CCCNC(=S)NCc1ccc(Cl)cc1
43) O=C(COC(=O)c1cc(F)cc(F)c1)Nc1cccnc1Cl
44) CC(CC(=O)Nc1ccc(S(=O)(=O)N2CCOCC2)cc1)c1ccccc1 (stereo unspecified)
45) OC(Cc1ccncc1)(c1ccccc1)c1ccccc1
46) Cc1ccc(NC(=O)CC2S/C(=N/N=C/c3ccco3)NC2=O)cc1Cl (stereo unspecified)
47) COc1ccc2c(c1)C1(Nc3ccccc3-c3nc4ccccc4n31)C(=O)N2C (stereo unspecified)
48) CSCCC(NS(=O)(=O)c1ccccc1F)C(=O)NC(C)c1ccccc1 (stereo unspecified)
49) c1ccc(OCCN2CCN(Cc3nc(-c4ccc5c(c4)OCO5)no3)CC2)cc1
50) NCCSC1CC(=O)N(c2ccc(Cl)c(Cl)c2)C1=O (stereo unspecified)

compound no. | 41 | 42 | 43 | 44 | 45 | 46 | 47 | 48 | 49 | 50
PAFAH2 inh | 2 | 0 | -2 | -4 | 4 | 1 | 7 | 3 | 6 | 15
LYPLA1 inh | -3 | 4 | 0 | 0 | 3 | 2 | -3 | 0 | -2 | 0
LYPLA2 counter | 2 | 3 | 0 | 7 | -4 | 2 | -6 | -2 | 26* | 0
PAD4 inh | -4 | -2 | -2 | 1 | -5 | 0 | -4 | -2 | 0 | -2
ZTA counter | -2 | -9 | 24 | -12 | -9 | -12 | 1 | 13 | 0 | -2
GSTO1 counter | 5 | 10 | 6 | 8 | 5 | -4 | 2 | -5 | 0 | 0
PAFAH1B3 FP inh | 2 | 9 | 6 | 1 | -2 | 7 | -4 | 14 | -11 | 2
PREPL inhibitor | 8 | 2 | -6 | -8 | -8 | 2 | 11 | -1 | -1 | -2
EBNA-1 inh | -4 | 5 | 12 | 8 | -10 | -2 | -2 | 8 | 2 | 5
